# HP1b binding inh: HP1-beta chromodomain-methylated histone interaction inhibition | Potency, µM (highest dose often 114 µM), for the others: top-dose activity change, negative = inhibition, most hits filed as inhibitors | 390,000 tested, 0.56% active | AID 540317 | P83916 | AlphaScreen HP1-beta / biotin-H3K9me3 peptide binding; further: potency means the concentration at half of the fitted maximal effect; nearly all actives have a fitted effect of over 70% in size; inactives centre near 23
# Target sequence (P83916 whole entry, looked up): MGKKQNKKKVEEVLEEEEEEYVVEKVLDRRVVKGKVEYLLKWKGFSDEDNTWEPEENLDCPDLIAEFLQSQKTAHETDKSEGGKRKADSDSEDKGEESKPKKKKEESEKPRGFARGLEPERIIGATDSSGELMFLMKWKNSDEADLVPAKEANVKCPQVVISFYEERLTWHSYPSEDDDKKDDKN
#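 HP1-beta protein (50 nM final) preincubated 30 min at room temperature with biotinylated H3(1-18)K9me3 peptide (50 nM) in PBS pH 7.4, 0.01% Tween-20, then compound added for 30 min. AlphaScreen streptavidin donor/nickel chelate acceptor beads (10 ug/mL final), 30 min dark, luminescence read.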
# TrxR1 substrate: rat thioredoxin reductase 1 substrate activity; O89049; purified TrxR1 substrate turnover, NADPH consumption readout; Potency, µM (series often up to 114 µM), without a hit: at the top dose activity change, negative = substrate turnover; 390,000 tested, 0.01% active; further: potency means the concentration at half of the fitted maximal effect; on the % scale 0 is the no-effect control and ±100 the full control effect; nearly all actives have a fitted effect of over 50% in size
#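 Rat TrxR1, dispensed at 90 nM, was prereduced with 400 uM NADPH (final) for 5 min at ~22 deg C, then incubated with compound 15 min before 400 uM selenite. A first-read NADPH fluorescence drop versus no-compound background flagged substrates.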
# mIDH1 inhibitor: inhibitors of human mutant IDH1 R132H | AID 602179 | Potency, µM (titrated, usually from 76.6 µM), for the others: at the top dose activity change, negative = inhibition, hits mostly inhibitors | IDH1-R132H enzyme, NADPH consumption, diaphorase/resazurin fluorescence | 390,000 tested, 0.093% active | O75874; further: potency means the concentration at half of the fitted maximal effect; on the % scale 0 is the no-effect control and ±100 the full control effect; nearly all actives have a fitted effect of over 65% in size
#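 IDH1-R132H (0.5 ug/mL) preincubated 30 min with compound, then NADPH (0.016 mM) and alpha-KG (2 mM) added; 80 min at RT, pH 7.5. Remaining NADPH coupled via diaphorase/resazurin to fluorescence (540/590 nm); concentration-response curves normalized to no-enzyme control.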
# Pin1 inhibitor: blocks the human prolyl isomerase Pin1 | AID 504891 | Pin1 FP peptide displacement, HiFluor488, 10 min | 390,000 tested, 0.009% active | Potency, µM (doses to about 115 µM), inactives show at the top dose activity, negative = inhibition, hits mostly inhibitors | Q13526; active means well fitted inhibition curve with a large enough effect in the polarisation, with a control signal flat, not every such curve was filed as active; inconclusive means small, poorly fitted or top-dose-only effect, or effect the other way, or a change in a side signal; inactive means no such curve, though single readings can be large or run the other way; the % refers to the polarisation; further: potency means the concentration at half of the fitted maximal effect; on the % scale 0 is the no-effect control and ±100 the full control effect
# Target sequence (Q13526 whole entry, looked up): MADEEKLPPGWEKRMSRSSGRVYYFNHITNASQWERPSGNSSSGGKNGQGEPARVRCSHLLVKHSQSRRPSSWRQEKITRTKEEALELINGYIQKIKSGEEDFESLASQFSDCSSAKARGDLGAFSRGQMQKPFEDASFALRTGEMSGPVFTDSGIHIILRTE
# USP1 inh: blocks the human USP1/UAF1 deubiquitinase complex; O94782; recombinant USP1/UAF1, Ub-Rhodamine cleavage fluorescence; Potency, µM (doses to about 57.1 µM), inactives show top-dose activity change, negative = inhibition, actives largely listed as inhibitors; 390,000 tested, 0.23% active; AID 743255; further: potency means the concentration at half of the fitted maximal effect; on the % scale 0 is the no-effect control and ±100 the full control effect; nearly all actives have a fitted effect of over 60% in size; inactives centre near -12
#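 In this screen, compounds sit with the deubiquitinase complex (1nM) for 15 min at room temperature before Ub-Rho is added at 150nM final. Fluorescence rise is then followed for 6 reads every 60 seconds.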
# PI4K2A inh: PI4K2A (human) kinase inhibition; Q9BTU6; purified PI4K2A, ADP-Glo luminescence, 1 h; active compounds read low; activity change, negative = inhibition, % at 76.9 µM; 420,000 tested, 0.13% active; in the data active means activity change below about -50%; inconclusive means mostly about -30% to -49%;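 further: -100% = wells without enzyme as full effect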
# Target sequence (Q9BTU6 whole entry, looked up): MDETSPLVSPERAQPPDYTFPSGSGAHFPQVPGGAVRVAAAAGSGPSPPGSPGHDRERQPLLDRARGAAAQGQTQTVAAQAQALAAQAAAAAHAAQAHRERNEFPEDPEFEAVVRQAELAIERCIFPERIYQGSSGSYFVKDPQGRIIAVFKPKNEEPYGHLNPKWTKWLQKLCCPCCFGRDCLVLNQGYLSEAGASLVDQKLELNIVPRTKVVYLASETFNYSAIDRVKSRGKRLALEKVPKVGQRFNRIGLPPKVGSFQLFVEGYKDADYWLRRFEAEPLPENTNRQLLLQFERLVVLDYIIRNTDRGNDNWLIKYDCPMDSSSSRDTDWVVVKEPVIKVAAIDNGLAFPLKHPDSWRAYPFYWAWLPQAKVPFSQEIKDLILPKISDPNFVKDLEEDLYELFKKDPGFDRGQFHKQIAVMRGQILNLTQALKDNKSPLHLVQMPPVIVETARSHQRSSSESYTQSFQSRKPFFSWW
#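 In this quantitative HTS, ADP production by PI4K2A was quantified luminescently after 1 h at ambient temperature; 100 microM adenosine served as plate-quality control.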
# Tb PGK inh: blocks T. brucei phosphoglycerate kinase; P07378; Potency, µM (series often up to 57.5 µM), without a hit: top-dose activity change, negative = inhibition, hits mostly inhibitors; 380,000 tested, 0.043% active; PGK/GAPDH coupled, Kinase-Glo luminescence, 60 min; AID 602233; further: potency means the concentration at half of the fitted maximal effect; on the % scale 0 is the no-effect control and ±100 the full control effect; nearly all actives have a fitted effect of over 60% in size
#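 Luminescent ATP detection (Kinase-Glo Plus) follows a 60-minute room-temperature incubation, with wells lacking PGK as controls. Buffer: 100 mM TEA (pH 7.6), 5 mM MgCl2, 0.01% Tween-20. Coupling enzyme GAPDH (100 nM final) supplies unstable 1,3-BPG in-well.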
# rTrxR1 inhibitor: blocks rat thioredoxin reductase 1 | O89049 | recombinant rTrxR1, NADPH fluorescence consumption, selenite substrate | Potency, µM (top dose mostly 114 µM), inactives show at the top dose activity change, negative = inhibition, hits mostly inhibitors | 390,000 tested, 1% active; further: potency means the concentration at half of the fitted maximal effect; on the % scale 0 is the no-effect control and ±100 the full control effect; nearly all actives have a fitted effect of over 65% in size
#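 Rat TrxR1 (90 nM in the dispensed reagent) was pre-reduced with 400 uM NADPH for 5 min at room temperature, then incubated with compound for 15 min. After 400 uM selenite was added, NADPH fluorescence (Ex 340/Em 450 nm) was followed for 8 min.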
# GLS inh: blocks human kidney-isoform glutaminase activity | GLS enzymatic activity, qHTS titration | Potency, µM (highest dose often 45.5 µM), for the others: top-dose activity change, negative = inhibition, hits mostly inhibitors | 410,000 tested, 0.21% active | AID 624170; further: potency means the concentration at half of the fitted maximal effect; on the % scale 0 is the no-effect control and ±100 the full control effect
#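 Compounds were pin-transferred onto hKGA, after which L-glutamine (1 mM solution) and a detection mix of glutamate oxidase, HRP and Amplex Red were added. Initial and 30 min RT fluorescence reads were collected.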
# The depositor's hits bear a star; i = inactive; u = inconclusive; x = not tested or not shown; & = joins results of further samples; [ ] = dose if it differs, or a comment. Unless noted, the call rests on the fitted dose curve; in most records, active means well fitted curve in the direction sought with a large enough effect; inconclusive means small, poorly fitted or top-dose-only effect, or another doubt; inactive means no such curve, though single readings can be large; an effect the other way counts as inactive or inconclusive. An excerpt; rates above refer to the full screens.
SMILES,HP1b binding inh,TrxR1 substrate,mIDH1 inhibitor,Pin1 inhibitor,USP1 inh,PI4K2A inh,Tb PGK inh,rTrxR1 inhibitor,GLS inh
CC/C(=N\NC(=S)Nc1ccccc1)c1c(O)[nH]c(=O)[nH]c1=O,23%,3%,20%,-1%,-7%,-23,-5%,5%,2%
Cc1ccsc1C(=O)C1CCCN(Cc2ccc(-n3cccn3)cc2)C1 (stereo not drawn),75%[activator],8%,9%,0%,-11%,-7,i,21%,1%
COc1ccccc1CCNCc1ccc(OC)c(OC)c1OC,-35%,3%,3%,-20%,-7%,-1,-7%,29%,3%
C=CCC1C(=O)NC(=S)NC1=O,-19%,-6%,0%,-7%,8%,-4,-8%,-7%[57.1 µM],1%
Fc1ccc(CNCCc2ccccc2)cc1,u,-5%,-7%,-4%,4%,-4,-2%,7%,7%
CCCCCc1nc2ccccc2c(=O)n1-c1ccc(Cl)cc1[N+](=O)[O-],4%,8%,1%,14%,-16%,2,0%,19%,-1%
Cc1ccccc1NC1=NCCCS1,18%,-7%,7%,6%,0%,-4,0%,-6%,-8%
CCCCOc1ccc(C(=O)NCCc2csc(-c3ccc(OC)cc3)n2)cc1,9%[57 µM],3%[57.1 µM],-11%,u,3%,-1,-2%,28%[57.1 µM],-7%
CCC(=O)N1CC(=O)Nc2ccc(Br)cc2C1c1ccccc1 (stereo not drawn),32%,0%,0%,1%,-4%,0,-1%,15%,7%
O=C(Cc1ccc(Cl)c(Cl)c1)NCC1(N2CCOCC2)CCCCC1,25%,-4%,1%,u,0%,-3,4%,17%,9%
C[C@@H]1CN(C2CCC(C#N)(c3ccc(F)cc3)CC2)CC[C@]1(C(=O)O)c1ccccc1 (stereo partly drawn),33%,6%,1%,0%,-20%,-2&-1,5%,7%,5%
COc1ccc(/C=C2/C(=O)N(Cc3ccco3)C(=O)N(C(C)C)C2=O)cc1,-2%,-7%,8%,u,u,-21,u,u,u
CSc1ncc(Br)c(N2CC2)n1,13%,u,-1%,1%,u,-2,9%,-1%,-10%
CSc1nnc(C2CCNCC2)n1C,29%,-10%,2%,1%,-16%,-2,0%,-12%,11%
CC(C)C(=O)N1CCC(CN=Cc2c(O)n(C3CCCCC3)c(=O)n(C3CCCCC3)c2=O)CC1,-4%,-4%,4%,u,-16%,-9,1%,11%,11%
Cc1ccc2c(c1)CNc1ccccc1O2,1%,-3%,8%,-1%,-15%,6,-5%,-7%,-1%
CNC(C)C#Cc1ccc2oc3cc(C)c(C)cc3c(=O)c2c1 (stereo not drawn),42%[activator],1%,-2%[38.3 µM],46%[activator],-32%,-1,i,u,-1%
CCCCCCN=Cc1c(O)n(C)c(=O)n(C)c1=O,37%,-3%[57.1 µM],-2%,-4%,-5%,3,2%,-1%[57.1 µM],1%
CCc1ccc(-n2c(O)c(/C=N/N3CCCCC3c3cccnc3)c(=O)[nH]c2=O)cc1 (stereo not drawn),58%[activator],-4%,-7%,-7%,-3%,1,8%,-4%,22%
Cc1ccccc1-n1c(-c2ccoc2)nc2ccccc2c1=O,3%,0%[57.1 µM],13%,6%,-2%,-3,i,27%[57.1 µM],-6%
Cc1ccnc(-n2c(C)nc3ccccc3c2=O)c1,u,3%,8%,4%,-19%,2,-14%,14%,10%
C=CC(C)C(C(=O)c1ccccc1)N(C)C (stereo not drawn),4%,10%,0%,3%,-8%,-8,-5%,24%,-1%
O=C(c1cccc(C(F)(F)F)c1)N1C[C@H]2C[C@@H](C1)c1cccc(=O)n1C2,37%,0%[57.1 µM],-6%,-1%,-18%,-1,-3%,-11%[57.1 µM],3%
Cc1cc(C)cc(OCC(=O)Nc2ccc(Cl)cc2C(=O)c2ccccc2)c1,25%,3%,-14%,6%,-11%,-4,-1%,-8%,2%
COC(=O)C1=C(c2ccc(OC(F)(F)F)cc2)C[C@@H]2CC[C@H]1N2C(=O)N1CCC(C)CC1,52%[activator],0%[57.1 µM],10%,-8%,u,1,-4%,11%[57.1 µM],0%
CC/C(=N\NC(=O)c1ccccc1)c1c(O)n(Cc2ccccc2)c(=O)[nH]c1=O,u,-7%,12%,u,-15%,-10,-5%,-11%,16%
c1ccc2ccccc2c1,33%,15%,-7%,-6%,-24%,0,7%,37%[activator],-5%&-1%
O=C(C(=O)N1CCOCC1)c1cn(Cc2ccccc2F)c2ccccc12,25%,-9%,7%,-3%,-9%,2,-8%,12%,-4%
CCOC(=O)C1CCN(C=C2C(=O)N(C)C(=S)N(C)C2=O)CC1,33%,-7%,6%,14%,-24%,-4,i,-2%,-15%
Cc1ccc(C)c(N2CCN(c3nc4ccc(Cl)cc4n4cnnc34)CC2)c1,23%,30%,x,1%,u,3,x,11%,-8%
c1cncc(CNC2=NCCCCC2)c1,4%,-7%,0%,1%,4%,7,-7%,-3%,-1%
Cc1cccc(N(CC(=O)NCCSc2ccc(Cl)cc2)S(=O)(=O)c2ccccc2)c1C,41%[activator],-4%,-3%,-4%,-7%,-4,-7%,5%,2%
O=C1NC2C(=CC(O)C(O)C2O)c2cc3c(cc21)OCO3 (stereo not drawn),37%,4%[11.4 µM],5%,-4%,-20%,-1,-2%,-5%[11.4 µM],2%
CC(NC(C)(C)C)C(=O)c1cccc(Cl)c1 (stereo not drawn),83%[activator],3%[57.1 µM],0%,-2%,-17%,-3&-5&3,i,10%[57.1 µM],1%
O=C(Nc1ccc(Cl)cc1C(=O)c1ccccc1)c1ccc(Br)o1,39%,-10%,-1%,u,-4%,-3,-11%,1%,3%
COc1ccc2c(c1)NP(=S)(c1ccccc1)N2C (stereo not drawn),35µM*,-3%[57.1 µM],1%,8%,-20%,-9,-4%,10%,8%
C/C=C(\C)C(=O)N[C@@H](c1ccccc1)[C@@H](O)C(=O)O[C@H]1C[C@@]2(O)[C@@H](OC(=O)c3ccccc3)C3[C@](C)(C(=O)[C@H](OC(C)=O)C(=C1C)C2(C)C)[C@H](O)C[C@H]1OC[C@@]31OC(C)=O (stereo partly drawn),30%[activator],-10%,-4%,0%,-27%,-2,i,-13%,-9%
COc1cccc(-n2c(O)c(C=NCCN3CCOCC3)c(=O)[nH]c2=O)c1,63%[activator],-9%,5%,-2%,-13%,-4,-2%,u,-3%
CCCCn1c(O)c(C=NCCCN(C)C)c(=O)[nH]c1=O,34%,-4%,8%,5%,-21%,4,-5%,7%,-2%
CN=C(SCC(=O)c1cccc(Cl)c1)c1c(O)n(C)c(=O)n(C)c1=O,-15%,7%[57.1 µM],1%,-1%,-15%,-2,i,24%[57.1 µM],-9%
CC(C)OS(C)(=O)=O,15%,9%,14%,-6%,-21%,-2,-2%,28%,0%
CC(=O)C1C2c3ccccc3OC1(C)N=c1s/c(=C/c3cn(C)nc3C)c(=O)n12 (stereo not drawn),14%,x,8%,-1%,-27%,-3,0%,u,-4%
C=C(C)CC1(CC)C(=O)NC(=S)NC1=O,-3%,-2%,0%,0%,2%,13,-11%,8%,-6%
Cc1ccc(S(=O)(=O)N2CCN(C(=O)COC(=O)Cc3ccccc3)CC2)c(C)c1,15%,-5%[57.1 µM],0%,-9%,-3%,-7,-10%,16%,-4%
C[C@]12CC[C@@H](O)CC1=CC(=O)C1C2CC[C@]2(C)C(=O)[C@H](O)CC12 (stereo partly drawn),x,x,12%,x,-24%,-1,-3%,x,1%
COC(=O)C1=C(c2cccc(OC)c2OC)C[C@@H]2CC[C@H]1N2C(=O)N1CCOCC1,32%,2%,6%,2%,-13%,3,2%,6%,-4%
C=CCn1c(O)c(/C=N/N2CCCCC2c2cccnc2)c(=O)[nH]c1=S (stereo not drawn),26%,-19%,4%,19%,-5%,-1,i,-20%,26%
CCCCC1(CCCC)C(=O)NC(=Nc2cccc(C)c2)NC1=O,23%,10%[57.1 µM],-1%,-10%,-9%,-5,-9%,40%[57.1 µM],3%
CCc1cc(=O)oc2cc(OCC(=O)N3C[C@H]4C[C@@H](C3)c3cccc(=O)n3C4)ccc12,-4%,9%,-4%,2%,-18%,0,-5%,11%,3%
Cn1c(O)c(C(=Nc2ccc(F)cc2)c2ccccc2)c(=O)n(C)c1=O,19%,12%[57.1 µM],8%,-7%,1%,-15,-10%,24%[57.1 µM],-6%
Cc1noc(C)c1CSc1nc2cc(S(=O)(=O)N3CCOCC3)ccc2o1,u,3%[57.1 µM],0%,-6%,-7%,-3,i,6%[57.1 µM],-2%
COC(=O)C1=C(c2ccccc2)C[C@@H]2CC[C@H]1N2C(=O)NCc1ccc(F)cc1,49%[activator],-5%[57.1 µM],0%,0%,-21%,-5,i,13%[57.1 µM],2%

# Screening results: PubChem, National Center for Advancing Translational Sciences (NCATS)
